Compound activity (PubChem BioAssay)
ARNT TACC3 PPI = disruptors of human ARNT/TACC3 interaction | AlphaScreen His-ARNT PAS-B/GST-TACC3 binding, luminescence; TACC3 fragment carries E629A point mutation | actives 0.66% (n = 390,000) | inhibition, % at 9.99 µM | AID 623870 | Q9Y6A5;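 active = mean inhibition of replicates at least 50% and at least half of replicates each reaching 50%; inconclusive = half or more replicates reach 50% but mean below 50%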;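 also: 0% = complete ARNT plus TACC3 wells and 100% = ARNT alone without TACC3; many hits fall short of the cut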
DENV2 CPE = inhibitors of DENV2 cytopathic effect | DENV2-infected cells, cytopathic effect rescue, plate reader | CPE inhibition, % at 9.99 µM | actives 1.7% (n = 350,000); in the data active = CPE inhibition above about 20%, passing the limit was not always enough; inconclusive = no clear call, values can overlap the other calls; tested in BHK-21 cells;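 also: 0% = median of neutral control wells and 100% = median of positive control wells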
INS-1E GSIS act = GLuc luminescence reporter in INS-1E cells, primary screen for activators of glucose-dependent secretion of insulin. INS-1E GLuc reporter insulin secretion, 2-3 h. activation, % at 16.6 µM. actives 0.61% (n = 370,000). AID 743287;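 active = lowest replicate activation of at least 40%, so every replicate reaches that level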;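 also: 0% = median of neutral control wells and 100% = median of IBMX positive control wells; some compounds called inactive have numbers as strong as hits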
CFTR F508del cor = correctors of CFTR F508del function in bronchial epithelial cells. CFBE cells, YFP halide quenching; stimulated with forskolin plus potentiator P3; % fluorescence drop versus neutral controls. activity (quench increase), % at 7.58 µM. actives 0.36% (n = 350,000);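 active = mean added fluorescence quench of at least 8% versus neutral control, with both replicates also reaching 8%; inconclusive = only one of the mean or replicate conditions met; inactive = mean below 8% and not both replicates reaching 8%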;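 also: cells transiently co-express mutant CFTR-F508del with the halide-sensitive YFP; corrector assay measuring rescue of mutant channel to the surface after 24 h compound exposure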
EWS-Fli block = blocks EWS/Fli oncoprotein-driven transcription; A673 NR0B1-luciferase reporter, viability-normalised; AID 651661; actives 0.67% (n = 350,000); inhibition, % at 12.6 µM;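 active = mean inhibition of at least 50% after viability correction, with every replicate also passing that limit; inconclusive = mean reaches 50% but only one of two replicates passes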;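 also: firefly luciferase signal divided by Alamar Blue viability fluorescence both relative to DMSO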
Xi reactivation = X-chromosome reactivation activator | XiGFP mouse fibroblasts, % GFP-positive cells imaging, 3 d; cells co-treated with 5-aza-dC sensitizer; scaled so ellipticine positive control = 100% | activation, % at 7.58 µM | actives 0.055% (n = 360,000) | AID 743238;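 active = mean normalized replicate activation at least 10% and every replicate at or above 10%; inconclusive = only one of the two criteria met; inactive = mean below 10% and not all replicates reach 10%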;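 also: 0% = median of on-plate neutral control wells and 100% = ellipticine 6 µM median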
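System: XiGFP fibroblasts, SV40-immortalized. Medium: DMEM plus 5-aza-dC sensitizer. Doses: single point. Timing: 3 d treatment, 15 min room-temperature fixation. Control set: ellipticine 6 µM.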
PAX8 reporter = inhibitors of PAX8 transcriptional activity in RMG-I cells; actives 1.2% (n = 360,000); AID 652154; RMG-I TPO-luciferase reporter, SteadyGlo, 24 h; inhibition, % at 12.6 µM;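 active = mean replicate inhibition at least 60% with every replicate also reaching 60%; inconclusive = only one of the two criteria is met; inactive = mean below 60% and not all replicates reaching 60%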;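 also: luciferase light reporting Pax8 driven TPO promoter activity; plate controls were median of neutral control wells for no effect and mitoxantrone controls for full effect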
ERp5 inh = blocks human ERp5 reductase activity on insulin; AID 651711; inhibition, % at 9.99 µM; ERp5 insulin aggregation, absorbance 650 nm, 90 min; Q15084; actives 0.05% (n = 350,000);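 active = mean replicate inhibition above about 25%, with every replicate also reaching it, limit read from the data, passing the limit was not always enough; inconclusive = only one of those two criteria met; inactive = neither criterion met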
Target sequence (Q15084 whole entry, looked up): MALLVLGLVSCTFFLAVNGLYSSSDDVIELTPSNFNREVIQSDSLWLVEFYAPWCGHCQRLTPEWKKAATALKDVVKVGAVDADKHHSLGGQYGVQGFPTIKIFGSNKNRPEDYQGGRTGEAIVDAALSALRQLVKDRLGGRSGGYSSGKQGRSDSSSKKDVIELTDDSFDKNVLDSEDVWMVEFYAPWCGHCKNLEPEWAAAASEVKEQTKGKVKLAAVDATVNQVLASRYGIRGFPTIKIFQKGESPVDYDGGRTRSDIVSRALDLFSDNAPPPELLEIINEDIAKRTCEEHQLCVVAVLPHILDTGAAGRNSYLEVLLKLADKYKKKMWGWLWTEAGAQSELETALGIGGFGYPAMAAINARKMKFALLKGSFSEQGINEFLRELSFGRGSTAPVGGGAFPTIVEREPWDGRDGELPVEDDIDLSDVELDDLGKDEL
* marks the source's active call; other numbers are inactive results; u = inconclusive; x = no result given; & = joins results of further samples; ! = repeats disagree.

SMILES | ARNT TACC3 PPI | DENV2 CPE | INS-1E GSIS act | CFTR F508del cor | EWS-Fli block | Xi reactivation | PAX8 reporter | ERp5 inh
Cc1ccc(-c2csc3nc4cc(C(=O)NC5CCC(O)CC5)ccc4c(=O)n23)cc1 (configuration not stated) | 2 | -2 | 4 | 2.3 | -5 | 0.0 | 12 | 4
C[C@H]1CN([C@@H](C)CO)C(=O)CCCn2cc(nn2)CO[C@@H]1CN(C)C(=O)Nc1ccc(F)cc1 | 0&-5 | 44*! | 251&1 | -1.9&-2.3&1.1 | 8&3&-1 | -0.1&-0.6 | -20&2 | 4&1&4
CC(C)C[C@]1(c2ccccc2)ON(c2ccccc2C(F)(F)F)C1=O | x | -7 | 51 | 0.4 | 2 | -0.1 | 9 | 0
CO[C@H]1CN(C)C(=O)c2cc(NC(=O)c3ccc(-c4ccccc4)cc3)ccc2OC[C@H](C)NC[C@@H]1C | -1 | 23* | 5 | 0.6 | 58* | -0.4 | 28 | 0
CCCN(C)C[C@H]1Oc2cc(C#CCC(C)C)ccc2S(=O)(=O)N([C@H](C)CO)C[C@H]1C | 3 | 1 | -22 | -2.6 | 4 | -0.3 | x | -3
COc1ccc2[nH]c3c(c2c1)CCN1C(=O)C(CC(=O)NCc2ccco2)C[C@H](C(=O)N2CCCCC2)[C@@]31CCc1ccccc1 (some centres not stated) | -3 | 9 | -8 | 0.2 | 6 | 0.0 | 3 | 2
C[C@H](O)[C@@H]1CN2CCc3c([nH]c4ccccc34)[C@@H]2C[C@@H]1N(C)C(=O)Nc1ccc(Br)cc1 | x | 9 | -16 | 2.5 | -30 | x | 8 | -1
COc1cccc2cc(C(=O)NNC(=O)c3ccc(Br)cc3)c(=O)oc12 | -4 | 6 | 8 | -1.6 | -4 | -0.3 | 13 | 0
C[C@H](CO)N1C[C@H](C)[C@@H](CN(C)Cc2ccc(C(=O)O)cc2)OCCCC[C@H](C)Oc2ccc(NC(=O)NC3CCCCC3)cc2C1=O | -5 | -1 | 7 | 0.2 | -14 | 0.0 | -14 | 0
C[C@H]1CN([C@@H](C)CO)C(=O)c2cc(C#Cc3ccccc3)cnc2O[C@H]1CN(C)C(=O)c1ccccc1 | 1 | 0 | -14 | x | 0 | 0.2 | 10 | -8
CC(C)n1cc(CN2CCCC(C(=O)Nc3ccccc3Oc3cccnc3)C2)cn1 (configuration not stated) | -2 | 1 | 0 | -2.1 | 8 | -0.1 | 13 | 3
CCOC(=O)N1CCC(N2Cc3cccc(C(=O)N4CCN(c5cccc(C)c5C)CC4)c3C2=O)CC1 | -4 | 3 | -6 | x | 14 | 0.2 | 30 | 1
CCCCOC(=O)Nc1ccc(S(=O)(=O)Nc2ccc([N+](=O)[O-])cc2)cc1 | -6 | x | -11 | x | x | 0.0 | -9 | x
CCS(=O)(=O)Nc1ccc2c(c1)C(=O)N(C)[C@H]1CC[C@@H](CC(=O)NC3CCCCC3)O[C@@H]1CO2 | -3 | 2 | 7 | -2.4 | 5 | 0.0 | -10 | 2
CCC1Nc2ncnc(N3CCOCC3)c2N(Cc2ccc(OC)cc2)C1=O (configuration not stated) | 2 | -3 | 9 | 0.3 | -11 | -0.3 | -2 | 6
CCN(C(=O)COC(=O)c1cc(-c2ccccc2)nn1-c1ccccc1)C1CCS(=O)(=O)C1 (configuration not stated) | -7 | -3 | x | -0.4 | -5 | 0.0 | 8 | 0
COCc1ccc(-c2c(-c3ccc(OC)cc3)oc(=O)c3cc(OC)c(OC)cc23)cc1 | -1 | 7 | -5 | 5.0 | -92 | -0.1 | -47 | 4
CCSc1nsc(NC(=O)Nc2ccccc2Cl)n1 | 2 | -8 | -23 | -3.9 | -67 | 0.1 | -104 | 3
CCN(CC)Cc1ccccn1 | 3 | 0 | x | 0.3 | 13 | 0.2 | 18 | 3
CCCCN(CC)Cc1ccc(CNC(=O)Nc2ccccc2)o1 | -4 | -2 | 8 | 2.4 | -3 | x | x | -2
CCCCN(CCCC)C(=O)c1cn(CC)c2cc(N3CCN(C)CC3)c(F)cc2c1=O | -15 | 1 | 22 | -0.6 | 19 | 0.3 | -3 | -1
Cc1cc(C)n2c(NCc3ccccc3)c(CCc3ccccc3)nc2n1 | x | -3 | 3 | 4.1 | -5 | 0.7 | 6 | 1
Cc1cc(NCCCn2ccnc2)n2nc(-c3ccc(Cl)cc3)cc2n1 | 12 | x | 14 | 3.7 | -9 | 0.1 | -17 | -1
CO[C@@H]1CN(C)C(=O)c2ccc(NC(=O)Nc3cc(F)ccc3F)cc2OC[C@H](C)N(C)C[C@H]1C | 2 | -4 | -7 | 0.4 | 1 | -0.3 | -28 | 6
CCOc1cc(C(C(=O)NCC2CCCO2)N(C(=O)Cn2nnc3ccccc32)c2ccc(NC(C)=O)cc2)ccc1O (configuration not stated) | 0 | 1 | 6 | -2.1 | -4 | 0.0 | 15 | 1
C/C(=N\OCc1ccccc1C#N)c1cc2ccccc2o1 | -1 | 0 | 9 | -0.5 | -2 | 0.0 | 3 | 0
Nc1[nH]c(C(=O)c2ccccc2)c(-c2ccc(Cl)c(F)c2)c1C(=O)NCCc1c[nH]c2ccccc12 | x | 3 | -18 | 1.0 | -12 | -0.2 | 5 | -1
C/C(CC(=O)Nc1ccc(N(C)C)cc1)=N\NC(=O)c1ccccc1Cl | x | -1 | 0 | 0.1 | -31 | -0.1 | -58 | 0
COc1ccc(S(=O)(=O)NCCCN2CCOCC2)cc1F | -24 | -1 | 13 | -1.1 | x | 0.0 | 2 | 2
C[C@@H]1CN([C@H](C)CO)C(=O)Cc2cc(NS(=O)(=O)c3ccccc3)ccc2O[C@@H]1CN(C)Cc1ccncc1 | -7 | -3 | -7 | -2.2 | -1 | 0.0 | -5 | 1
Cc1ccc(OCc2cc(C(=O)N3CCC(C(O)C(C)C)CC3)no2)cc1C (configuration not stated) | -1 | 1 | 2 | 2.7 | x | 0.0 | -84 | 3
CCN(CC)S(=O)(=O)c1ccc(C(=O)OCC(=O)N2CCOCC2)cc1 | -5 | 1 | 16 | 0.0 | -2 | 0.0 | 4 | 0
C[C@@H]1CCCCO[C@H](CN(C)Cc2ccncc2)[C@H](C)CN([C@H](C)CO)C(=O)c2cc(NC(=O)NC3CCCCC3)ccc2O1 | -3 | 16 | -18 | -1.1 | 2 | 0.0 | 16 | 0
CC(=O)Cn1ncc(N2CCOCC2)c(Cl)c1=O | 32 | -4 | 36 | 0.9 | 1 | 0.0 | 13 | 0
CO[C@H]1CN(C)C(=O)c2ccc(NC(=O)C3CC3)cc2OC[C@H](C)N(C(=O)c2cnccn2)C[C@@H]1C | -4 | 10 | -5 | 2.2 | 3 | 0.1 | x | 4
C[C@@H]1CN([C@@H](C)CO)C(=O)c2cc(NC(=O)CCC(F)(F)F)ccc2O[C@@H](C)CCCCO[C@H]1CN(C)Cc1ccc2c(c1)OCO2 | -11 | 12 | 2 | -1.5 | -9 | 0.0 | -1 | 1
COc1ccc(CCNC(=O)c2nn(C)c3c2CS(=O)(=O)c2ccccc2-3)c(OC)c1 | x | 5 | x | -1.1 | -3 | 0.2 | 15 | 0
CO[C@H]1CN(C)C(=O)c2cc(NC(=O)NC(C)C)ccc2OC[C@H](C)N(CCC(F)(F)F)C[C@H]1C | 7 | x | -1 | -0.3 | -1 | 0.2 | 14 | x
Cc1cccc(CN2CCSCC2)c1 | 4 | -3 | -2 | -2.5 | 12 | 0.0 | -10 | 5
O=C(O)CCC1(C(=O)O)OCCc2ccccc21 (configuration not stated) | -35 | 14 | 16 | 3.2 | 5 | x | x | 3
Cc1cccc(OC(C)C(=O)Nc2cc(S(=O)(=O)N3CCCCC3)ccc2C)c1 (configuration not stated) | -2 | 4 | -17 | -0.4 | 4 | 0.9 | -19 | 2
Cc1ncc([N+](=O)[O-])n1CCOC(=O)c1cc(Cl)cc(Cl)c1N | -4 | x | -17 | x | x | 0.6 | -10 | x
C[C@@H](NC(=O)[C@H]1[C@H](CO)[C@H]2Cn3c(ccc(-c4ccncc4)c3=O)[C@@H]1N2C)c1ccccc1 | -3 | 1 | 6 | -0.2 | -9 | 0.1 | -5 | -9
Cc1ccc(CCNC(=O)C2CCCN(c3ncnc4c3nc3n4CCCCC3)C2)cc1 (configuration not stated) | -1 | 9 | -4 | -2.6 | 8 | 0.0 | 0 | 5
C[C@@H]1CN([C@H](C)CO)C(=O)c2cc(NC(=O)Cn3cnnn3)ccc2O[C@H]1CN(C)Cc1ccc(C(=O)O)cc1 | -6 | 0 | 10 | 3.4 | -1 | -0.8 | x | -2
C#Cc1cccc(NC(=O)c2ccc(Cl)cc2Cl)c1 | -3 | 6 | -2 | 0.8 | -150 | 0.0 | -128 | 3
Cc1ccc(C(=O)Nc2ccccc2C(=O)NCc2ccco2)cc1 | 0 | -4 | -7 | -1.9 | -15 | 0.3 | -35 | 0
Cc1ccc(S(=O)(=O)N2CCOCC2)cc1C(=O)N1CCN(S(=O)(=O)c2cccc(F)c2)CC1 | -3 | 2 | 0 | 1.9 | 6 | -0.1 | 1 | -7
Cc1ccc2nc(-c3cccc(Cl)c3)c(Cc3ccccc3C(F)(F)F)n2c1 | x | 7 | 11 | 2.9 | -112 | 0.3 | -156 | -4
CCOC(=O)Cc1csc(NC(=O)CCC(=O)O)n1 | x | -2 | x | 0.3 | 8 | 0.0 | 18 | x
COc1ccc(/C=C/C(=O)OCC(=O)N2CCN(S(=O)(=O)c3ccc(C)cc3C)CC2)cc1OC | -2 | 0 | -1 | 2.6 | -8 | 0.2 | 6 | 0
COc1ccc(OC)c(C(=O)NC(CC(N)=O)c2ccc(NCCN3CCOCC3)c([N+](=O)[O-])c2)c1 (configuration not stated) | x | -14 | 11 | -2.8 | -4 | 0.0 | -17 | -2
CC(=O)c1sc(NC(=O)C2COc3ccccc3O2)nc1C (configuration not stated) | -1 | u | x | 0.9 | 46 | 0.0 | 18 | -2
CCc1ccc(S(=O)(=O)Nc2cccc(C3OCCCO3)c2)cc1 | 0 | 3 | -14 | 1.6 | 4 | 0.0 | -10 | 3
O=C(CN1CCc2ccccc2C1)Nc1cc(S(=O)(=O)N2CCOCC2)ccc1N1CCCC1 | -2 | -2 | -18 | -1.1 | 16 | 0.0 | 30 | 1
NC(=O)CC1NC(=O)c2cc([N+](=O)[O-])cc(I)c2OCCC(C(N)=O)NC(=O)[C@@H]2CCCN2C1=O (some centres not stated) | x | x | 6 | -2.4 | -2 | 0.1 | -6 | 4

Structures above that bear a hit mark in DENV2 CPE.
compound	ARNT TACC3 PPI	DENV2 CPE	INS-1E GSIS act	CFTR F508del cor	ERp5 inh
C[C@H]1CN([C@@H](C)CO)C(=O)CCCn2cc(nn2)CO[C@@H]1CN(C)C(=O)Nc1ccc(F)cc1	0&-5	44*!	251&1	-1.9&-2.3&1.1	4&1&4
CO[C@H]1CN(C)C(=O)c2cc(NC(=O)c3ccc(-c4ccccc4)cc3)ccc2OC[C@H](C)NC[C@@H]1C	-1	23*	5	0.6	0
